PV pol inh = inhibitors of poliovirus RNA polymerase binding and polymerization. poliovirus polymerase elongation, fluorescence polarization; stronger effect = lower value. % elongation, % (compound at 16.7 µg/mL). 0.66% of 150,000 active. AID 588519; in the data active = % elongation below about 90%; also: some results filed as inactive read as strong as hits
Target sequence (P03300 1749-2209 limits assumed): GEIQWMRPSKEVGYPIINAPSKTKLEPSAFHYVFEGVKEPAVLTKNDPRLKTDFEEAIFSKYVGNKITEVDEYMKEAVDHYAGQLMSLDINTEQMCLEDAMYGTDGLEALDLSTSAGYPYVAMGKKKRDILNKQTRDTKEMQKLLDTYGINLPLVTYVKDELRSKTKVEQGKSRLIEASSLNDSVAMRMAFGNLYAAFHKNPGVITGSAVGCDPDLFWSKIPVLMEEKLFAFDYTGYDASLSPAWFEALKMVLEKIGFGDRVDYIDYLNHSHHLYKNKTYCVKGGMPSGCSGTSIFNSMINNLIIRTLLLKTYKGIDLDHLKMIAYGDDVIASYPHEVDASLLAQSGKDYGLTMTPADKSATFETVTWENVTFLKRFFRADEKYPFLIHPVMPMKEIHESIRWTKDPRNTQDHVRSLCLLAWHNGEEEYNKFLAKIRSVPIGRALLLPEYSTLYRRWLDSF
PV pol inh FP z-score = recorded beside PV pol inh, whose call it bears; z-score; measured here: FP z-score; hits read low
Starred values were filed as active, the others as inactive.

smiles	PV pol inh	PV pol inh FP z-score
CCOCCCNC(=O)C(c1ccc(OC)cc1)N(Cc1ccc2c(c1)OCO2)C(=O)c1ccccc1O (configuration not stated)	100	-0.5
Cc1ccc(-[n+]2cc(Cl)on2)cc1	102	0
COc1ccc(CCN(C)C(=O)c2cncc(Br)c2)cc1OC	104	0.2
COc1cccc(-c2noc(-c3ccc(Br)o3)n2)c1	101	-0.6
CC(Sc1ccc(Br)c2cccc(C(=O)O)c12)C(=O)O (configuration not stated)	101	-0.2
O=C(CCn1nc(-c2ccc(Cl)cc2)ccc1=O)NC1CCCCC1	101	0.2
COc1ccccc1NC(=O)Nc1cc(C(C)(C)C)nn1C	103	0.5
O=C1CC(c2ccccc2)Sc2ccccc2N1Cc1ccc(F)cc1 (configuration not stated)	107	0.6
C=CCNC(=S)NNc1nc(NCC)nc(NCC)n1	106	0.3
Clc1ccc(-c2ncnn2-c2ccc(Br)cc2)cc1	100	-0.7
COc1ccccc1CN1CCN(Cc2ccccc2OC)CC1	102	-0.1
Cc1cc(Nc2ccc(Cl)cc2)n2c(nc3ccccc32)c1C#N	99	-0.4
C=C(C)CNC(=S)Nc1scc(-c2ccsc2)c1C(=O)OCC	108	0.6
CCN1CCN(CCCNC(=O)c2cc3c(=O)n(C)c4ccccc4c3s2)CC1	74*	-4.5*
CCc1ccccc1NC(=O)Cn1c(=O)n(CC2CCC(C(=O)NCCc3ccccc3)CC2)c(=O)c2ccccc21 (configuration not stated)	107	-0.5
Cc1nn2c(=O)cc(CSc3nc4ccccc4[nH]3)nc2s1	102	0.2
Cc1ccc(C=Nc2cccc3nsnc23)c(O)c1	101	0.2
O=C(NNc1nc2cc3c(cc2s1)OCO3)c1ccccc1	101	-0.1
Cc1ccc(C(=O)c2c(NC(=O)c3ccncc3)sc3c2CCCC3)cc1	103	0
CC1NC(=S)N(Cc2ccccc2)C1=O (configuration not stated)	104	-0.2
COc1ccc2ncc(C(=O)c3ccc(C)c(C)c3)c(N3CCOCC3)c2c1	100	-1
Cc1ccc2nc(SCC(=O)NCc3ccco3)c(C)cc2c1	104	0.8
COc1ccc(-n2c(=O)[nH]c3cc(C(=O)NCCc4ccc(Cl)cc4)ccc3c2=O)cc1OC	109	1
FC(F)(F)c1cccc(NC2=NCCCS2)c1	103	0.6
CCOc1ccc(NC(=O)Cn2cnc3c(oc4ccccc43)c2=O)cc1	98	-1.7
O=C(CNCC1(N2CCOCC2)CCCCC1)Nc1ccc(Cl)cc1	103	0.1
Cc1ccc(S(=O)(=O)N(CC(=O)Nc2ccc(F)cc2F)Cc2ccc(F)cc2)cc1	104	0.1
COc1ccccc1-c1cc(=O)c2ccccc2o1	101	0
O=c1oc2c3c(ccc2c2ccccc12)OCN(Cc1ccc(Cl)cc1)C3	88*	-4.1*
Cc1noc(/C=C/N2CCOCC2)c1S(=O)(=O)N(C)CCc1ccc(Cl)cc1	102	0.5
Cc1ccc(NCc2ccccc2)cc1	106	0.3
COC(=O)c1ccc(C2NC(=O)NC(=O)N2)cc1	105	0.6
O=C(NCc1ccccc1Cl)C1(c2ccccc2)CCCC1	101	-0.3
CCOc1ccccc1Nc1sc(C(=O)c2ccc(Cl)cc2)c(N)c1C#N	108	0.2
CN(C)c1nc2ccc(OCCN3CCOCC3)cc2s1	104	0.1
CC(C)(C)NC(=O)N1CCN(c2ncccc2C(F)(F)F)CC1	101	-0.3
Cc1oc2cc3oc(=O)ccc3cc2c1C	104	1.5
O=C(CSc1nnc(-c2cccs2)o1)c1ccc[nH]1	103	0.2
COc1ccccc1CNCc1ccccc1OC	101	-0.1
COc1ccc(/C=C2\SC(=O)N(c3ccc(C)cc3)C2=O)cc1	101	-0.4
Cc1cc(C(=O)NNc2c(Cl)cccc2Cl)no1	100	-0.5
O=C1Nc2c(ccc(Cl)c2Cl)C(=O)C1(F)c1ccccc1 (configuration not stated)	101	-0.3
O=C1CCC(C(=O)Nc2ccccc2N2CCOCC2)=NN1	106	0.2
CCCCn1c(=S)[nH]c2sc3c(c2c1=O)CCCC3	100	-0.5
Cc1ccc(NC(=O)CC(=O)Nc2ccc(C)cc2)cc1	106	0.3
CCOc1ccccc1C1C(C(=O)N2CCOCC2)=C(C)Nc2nc3ccccc3n21 (configuration not stated)	103	0.8
CC(NC(=O)Cn1ncc2ccccc21)c1ccccc1 (configuration not stated)	101	-0.9
O=C(CS(=O)CC(=O)Nc1ccc2c(c1)OCCO2)Nc1ccc(Cl)cc1 (configuration not stated)	103	0.2
COc1ccc(/C=C/C(=O)OC2CCCCC2CN(C)C)cc1 (configuration not stated)	101	0
Cc1nc(N)sc1N=Nc1ccc(F)cc1	104	0.4
CCOc1ccc(CCNC(=O)CS(=O)(=O)Cc2nc(-c3cccc(Cl)c3)oc2C)cc1	101	-1
Cc1noc(N)c1C1(O)C(=O)N(CCC(C)C)c2ccccc21 (configuration not stated)	98	-0.4
CCCCOc1ccccc1C1CC(=O)Nc2cc(OC)c(OC)cc21 (configuration not stated)	104	0.1
COc1ccc(/C=C/c2nc(C#N)c(NCc3ccc(F)cc3)o2)cc1OC	104	-0.9
O=C(CSc1nnc(-c2cccc(F)c2)o1)N1c2ccccc2Sc2ccccc21	103	0.3
Nc1ccc(C(O)(C(F)(F)F)C(F)(F)F)cc1	103	0.5
CC(=O)c1c(C)n(-c2cccc(Cl)c2)c2ccc(OC(=O)c3ccccc3)cc12	101	-0.2
O=c1ccnc(SCc2ccccc2Cl)[nH]1	101	0.1
CCC1CCCCN1Cc1c(O)ccc2c(=O)c(Oc3ccccc3Cl)c(C(F)(F)F)oc12 (configuration not stated)	107	0.5
Cc1ccc(NCc2nnc(SCC(=O)O)n2-c2cccc(Cl)c2)cc1	101	-0.2

(listing goes on)
smiles	PV pol inh	PV pol inh FP z-score
CCCN1C(=O)c2ccc(C(=O)NC3=NCCS3)cc2C1=O	102	0.2
Cc1ccc2c(Sc3ccc(Cl)cc3)c(C(=O)NC3CCCC3)[nH]c2c1	102	-0.4
O=C(c1cc(-c2ccccc2)n[nH]1)N1CCCCC1	103	0.5
CN(C(=O)c1ccc2c(Cl)c3c(nc2c1)CCCC3)c1ccc(Cl)cc1	104	0.8
COC(=O)c1ccc(NC(=O)CC2C(=O)N(c3cccc(OC)c3)C(=O)N2Cc2cccs2)cc1 (configuration not stated)	113	1.2
COC(=O)c1cc(C)nc(Sc2n[nH]c(-c3cc(Cl)cc(Cl)c3)n2)n1	103	0.4
N#Cc1c(C(F)(F)F)cc(-c2cccs2)nc1SCC(=O)Nc1cccc(Cl)c1	113	2
Cc1cccc(NC(=O)C2CCCN(S(=O)(=O)c3cccc4nonc34)C2)c1C (configuration not stated)	105	-0.2
CCOc1ccc(-c2cn3c(n2)sc2cc(C(=O)NC4CCCc5ccccc54)ccc23)cc1 (configuration not stated)	110	0.8
N#CCC(=O)c1ccccc1	101	-0.1
CC(=O)Nc1ccc(S(=O)(=O)N[C@@H](C)C(=O)NC2CCCc3ccccc32)cc1 (some centres not stated)	108	0.9
COc1ccc2oc(=O)c(C(=O)NCCCn3ccnc3)cc2c1	101	-0.4

Single records (already shown).
Results for `Cc1ccc2c(Sc3ccc(Cl)cc3)c(C(=O)NC3CCCC3)[nH]c2c1` = PV pol inh = 102; PV pol inh FP z-score = -0.4
Results for `CN(C(=O)c1ccc2c(Cl)c3c(nc2c1)CCCC3)c1ccc(Cl)cc1` = PV pol inh = 104; PV pol inh FP z-score = 0.8

(further entries)
smiles	PV pol inh	PV pol inh FP z-score
CSC1=NCC(=O)N1Cc1cccc(Cl)c1	110	1.1
CCOc1ccc(CCNC(=O)C2CCCN(S(=O)(=O)N3CCCCC3)C2)cc1OCC (configuration not stated)	102	0.1
CCN(CC(=O)NC1CCS(=O)(=O)C1)C(=O)C1c2ccccc2Oc2ccccc21 (configuration not stated)	103	0.2
CCOC(=O)Cn1nc(C)c(NC(=O)COc2ccccc2)c1C	104	0.2
CN(CCOc1ccccc1)C(=O)c1ccc2c(c1)OCO2	107	0.3
c1ccc(C(Sc2ccccn2)c2ccccc2)cc1	111	0.9
COc1ccc2[nH]c(=O)c(CN(Cc3ccco3)C(=S)NC3CCCCC3)cc2c1	102	0
Cc1ccc(CNC(=O)C2CC(=O)OC23CCCC3)c(C)c1 (configuration not stated)	101	-0.4
O=C(NCC1CCCO1)c1c[nH]c2ccc(S(=O)(=O)Nc3cccc(C(F)(F)F)c3)cc2c1=O (configuration not stated)	100	-1
CC(C)NC(=O)CN1C(=O)c2ccccc2S1(=O)=O	104	0.4
C1CCc2nnc(C3CC3)n2CC1	104	1.3
CC(C)(C)SCC(=O)Nc1nc(-c2cccs2)c(-c2cccs2)s1	101	-0.2
CCc1cccc(-n2c(=O)c3cccnc3n2CC(=O)Nc2c(C)cc(C)cc2C)c1	111	0.4
Cc1cnc(C(=O)Nc2nn[nH]n2)cn1	98	-1.1
O=C(CCS(=O)(=O)c1cc2c3c(c1)CCN3C(=O)CC2)Nc1ccccc1	102	0.3
CC(C)CCSc1nnc2n(-c3ccccc3)c(=O)c3c4c(sc3n12)CC(C)CC4 (configuration not stated)	104	0
CCC(=O)N1CCc2cc(Br)cc(S(=O)(=O)CCC(=O)NCCc3ccccc3Cl)c21	104	-0.2
COC(=O)c1ccc(COc2c(-c3ccco3)oc3ccccc3c2=O)cc1	102	1.1
O=C1C=CC(=O)C(c2ccc(C(=O)O)cc2)=C1	97	-1.7
Cc1cccc(N(C)Cc2nnc(-c3cccc(Br)c3)o2)c1	106	1.6
Cc1cccc(CCNC(=O)CCc2c(C)nc3c(-c4ccc(F)cc4)c(C)nn3c2C)c1	108	0.8
CC(C)N(C(=O)CSc1nnc(NC(=O)c2ccco2)s1)C(C)C	99	-0.9
O=C(Nc1c(C(=O)Nc2cccc(C(F)(F)F)c2)oc2ccccc12)c1cc(=O)c2ccccc2o1	112	0.8
Cc1c(C)c(C)c(CSC2CC(=O)N(c3ccccc3)C2=O)c(C)c1C (configuration not stated)	99	-0.6

Six entries picked at random from those above, as already listed:
smiles	PV pol inh	PV pol inh FP z-score
Cc1cccc(CCNC(=O)CCc2c(C)nc3c(-c4ccc(F)cc4)c(C)nn3c2C)c1	108	0.8
CCc1cccc(-n2c(=O)c3cccnc3n2CC(=O)Nc2c(C)cc(C)cc2C)c1	111	0.4
O=C(CCS(=O)(=O)c1cc2c3c(c1)CCN3C(=O)CC2)Nc1ccccc1	102	0.3
Cc1cnc(C(=O)Nc2nn[nH]n2)cn1	98	-1.1
COC(=O)c1ccc(COc2c(-c3ccco3)oc3ccccc3c2=O)cc1	102	1.1
CCC(=O)N1CCc2cc(Br)cc(S(=O)(=O)CCC(=O)NCCc3ccccc3Cl)c21	104	-0.2

Next part.
smiles	PV pol inh	PV pol inh FP z-score
c1ccc(Sc2ncnc3c2oc2ccccc23)nc1	98	-0.6
O=C1Cn2c(nc3ccccc3c2=O)CN1Cc1ccc(Cl)cc1Cl	105	0.4
Cc1cccc(NS(=O)(=O)c2ccccc2)n1	100	-0.2
Cc1cc(N=CNc2ccc(Br)c(C)c2)ccc1Br	106	0.3
Cc1cc(/C=C(\C#N)C(=O)O)c(C)n1CC1CCCO1 (configuration not stated)	101	0
COc1ccc(CCNC(=O)C2c3ccccc3C(=O)N2Cc2ccccc2)cc1OC (configuration not stated)	109	-0.4
COc1ccc(C(=O)OCC(=O)N(C)Cc2ccccc2)cc1	101	0
CNC(Cc1c[nH]c2ccccc12)C(=O)O (configuration not stated)	102	0.5
CC1Cc2cc(S(=O)(=O)N(Cc3ccccc3)C(C)C)ccc2N1C(=O)C1CCC1 (configuration not stated)	114	1.7
O=C(O)CCC(=O)N1CCN(C(c2ccccc2)c2ccccc2)CC1	102	-0.1
Cc1cc(C)cc(NC(=O)C(=O)NCC(c2cccnc2)N2CCc3ccccc32)c1 (configuration not stated)	114	1.3
CCOC(=O)c1c(C)oc2ncnc(Nc3ccc(CC)cc3)c12	114	1.7
CC1CN(C(=O)COC(=O)c2c(F)cccc2F)CC(C)O1 (configuration not stated)	96	-0.5
N#Cc1cc2c(nc1SCC(=O)O)CCC2	108	0.4
Cn1cc(S(=O)(=O)N2CCCCC2)cc1C(=O)Nc1ccc(OC(F)(F)F)cc1	106	-0.1
CCCN1C(=O)c2ccccc2NC1c1ccc(OC)c(OC)c1 (configuration not stated)	103	0.3
Nc1cc(=O)nc(SCCC(=O)O)n1-c1ccccc1	101	-0.4
CCSc1nc2c(c(=O)[nH]c(=O)n2C)n1CC	98	-1
CCN(C(=O)Cc1noc2ccccc12)c1ccccc1	101	-0.4
Cc1ccccc1OCC(=O)Nc1cc(Sc2ccccn2)cc(S(=O)(=O)c2ccccc2)c1	104	0.2
CCCc1nc(SCC(=O)c2ccc(Cl)cc2)nc(OC(=O)N(CC)CC)c1C	100	-0.4
O=c1[nH]c(-c2ccccc2)cs1	102	0.3
COc1cc(C2OCC3C(C)C=C(C)C2C3C)ccc1O (configuration not stated)	98	-0.4
NCCOc1ccccc1Cc1ccccc1	101	-0.4
CCOC(=O)c1cnc2c(C(F)(F)F)cccc2c1N1CCOCC1	101	0.3
Cc1ccsc1C(=O)OCC(=O)c1ccc2c(c1)OCCO2	102	-0.1
CN(C)c1ccc(/C=C2\C(=O)N(c3ccccc3)N=C2C(=O)Nc2ccccc2)cc1	106	0.2
Cc1ccc(NC(=O)N2CCC(n3c(C)nc4cccnc43)CC2)c(Cl)c1	107	0.1
NC(N)=NN=C1CCC(c2ccccc2)CC1 (configuration not stated)	99	0
O=S(=O)(NCCCCN1CCN(c2ncccc2C(F)(F)F)CC1)c1ccc(Cl)cc1	102	0.1

Compound activity from PubChem.

Not all compounds are listed; count on the stated rates, not on these rows.
